SIRT5 block: SIRT5 desuccinylase inhibitors, primary screen, biochemical, fluorescence imaging, single point, set 5. NAD-dependent protein deacylase sirtuin-5, mitochondrial (Homo sapiens), Q9NXA8. Purified SirT5, succinyl-peptide AMC, trypsin-coupled fluorescence. inhibition, % at 15 µM. 330,000 compounds, 1.1% hits; in the data active = inhibition above about 15%; inconclusive = no clear call, values can overlap the other calls
Target sequence (Q9NXA8 whole entry, looked up): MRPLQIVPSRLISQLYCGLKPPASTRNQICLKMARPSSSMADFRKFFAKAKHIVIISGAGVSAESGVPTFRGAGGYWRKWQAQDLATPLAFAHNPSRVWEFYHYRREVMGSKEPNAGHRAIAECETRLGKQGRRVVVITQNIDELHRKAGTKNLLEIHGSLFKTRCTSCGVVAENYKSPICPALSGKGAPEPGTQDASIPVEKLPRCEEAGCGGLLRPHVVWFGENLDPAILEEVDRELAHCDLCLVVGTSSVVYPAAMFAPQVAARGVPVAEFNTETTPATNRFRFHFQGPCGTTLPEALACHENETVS
Casp6 inh: human caspase-6 inhibitors, primary screen, biochemical, VEID-R110 fluorescence, single point, set 2. P55212. 350,000 compounds, 0.53% hits. AID 686996, 2013. purified caspase-6, Z-VEID-R110 cleavage fluorescence. inhibition, % at 12.5 µM;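 active = mean inhibition across replicates at least about 35%, with every replicate also reaching that limit, limit read from the data; inconclusive = only one of the two criteria met; inactive = neither criterion met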;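 also: 0% = median of neutral control wells and 100% = no fluorescence left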
Target sequence (P55212 24-179 limits assumed): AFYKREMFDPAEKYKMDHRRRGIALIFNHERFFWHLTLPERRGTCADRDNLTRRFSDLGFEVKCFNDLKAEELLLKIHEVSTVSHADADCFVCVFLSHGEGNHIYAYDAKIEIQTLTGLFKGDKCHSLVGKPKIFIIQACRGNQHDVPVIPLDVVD
Target sequence (P55212 194-293 limits assumed): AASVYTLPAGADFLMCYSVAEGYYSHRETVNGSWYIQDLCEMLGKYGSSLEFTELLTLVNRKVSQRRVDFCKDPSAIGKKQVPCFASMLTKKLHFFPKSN
esBAF inh: Bmi1 luciferase reporter increase in mESCs, primary screen, esBAF inhibitor project, mouse ES cells, Bmi1 luciferase knock-in, single point. AID 602393, 2012. 24 h; 100% = twice the neutral-well signal. 350,000 compounds, 2% hits. reporter increase, % at 12.5 µM; in the data active = activation above about 40%; inconclusive = no clear call, values can overlap the other calls;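 also: 0% = median of the plate's neutral control wells and 100% = double that signal; a rise in the Bmi1 reporter signal indicates esBAF inhibition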
Statin myotox sup: suppressors of statin myotoxicity in C2C12 myotubes, primary screen, cell-based, single point, plate reader; 330,000 compounds, 0.78% hits; AID 602340, 2012; C2C12 myotubes + simvastatin, ATP luminescence, 48 h; scaled: DMSO 0, geranylgeraniol control 100; rescue of ATP level, % at 7.49 µM;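 active = mean ATP rescue above about 67%, or every replicate alone reaching that limit, limit read from the data, passing the limit was not always enough; inconclusive = no clear call, values can overlap the other calls; inactive = mean under the limit and some replicate under it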;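 also: myotubes were challenged with 10 µM simvastatin during compound exposure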
S100A4 inh HTS: inhibitors of S100A4-myosin IIA peptide binding, primary screen, biochemical, fluorescence polarization, TAMRA-MyoIIA peptide; 360,000 compounds, 0.14% hits; inhibition, % at 10.7 µM;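 active = mean inhibition of at least 70% across replicates, with every replicate also reaching that level; inconclusive = mean inhibition reaches 70% but some replicates fall short; inactive = mean inhibition below 70%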
Target sequence (P26447 whole entry, looked up): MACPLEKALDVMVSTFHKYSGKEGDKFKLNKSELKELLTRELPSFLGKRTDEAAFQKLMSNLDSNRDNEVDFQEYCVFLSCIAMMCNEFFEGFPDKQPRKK
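Assay system: human S100A4 monomer with TAMRA-labelled myosin IIA peptide / Buffer or medium: Calcium-containing HEPES buffer, pH 7.2 / Reagent: TAMRA-labelled myosin IIA heavy-chain peptide probe, 5 nM / Compound: one dose per compound / Timing: polarization read 5 min after assay mix addition, stable 5–60 min / Benchmarks: neutral control DMSO, positive control TFP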
FN deposition inh: inhibitors of fibronectin matrix deposition, primary screen, AH1F cells, Alexa488-fibronectin fluorescence, plate reader; AH1F fibroblasts, overnight; inhibition, % at 12.6 µM; 350,000 compounds, 0.086% hits;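 active = mean inhibition across replicates of 30% or more, regardless of how many single replicates reach that level; inconclusive = mean under 30% yet at least half of replicates reach 30%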;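 also: positive control wells lacked labelled fibronectin entirely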
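Assay system: AH1F fibroblast monolayer, labelled fibronectin deposition. Amount: 10000 cells per well. Also added: labelled fibronectin 24 nM. Compound: single-point pinned compound. Incubation: cell attachment 1 h, compound and FN exposure overnight. Detection: fluorescence after three HBSS washes, excitation 485 nm, emission 525 nm. Read-out: inhibition of fibronectin deposition signal.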
LGR2 inh: inhibitors of bursicon-induced LGR2 CRE-luciferase signal, primary screen, cell-based, HEK293, CRE-luciferase reporter, bursicon stimulation. Drosophila bursicon receptor LGR2 (rickets). bursicon-stimulated, 4 h. inhibition, % at 9.99 µM. 380,000 compounds, 0.35% hits;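 active = drop in luminescence signal, shown as inhibition above about 50% in the replicate tests, limit read from the data, passing the limit was not always enough; inconclusive = probably only some replicates passing the limit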;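 also: agonist challenge used bursicon conditioned medium at about half maximal strength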
* marks the source's active call; other numbers are inactive results; ? = inconclusive; · = no result given; & = joins results of further samples. A portion of the library (hit frequency here may not be typical).

SMILES	SIRT5 block	Casp6 inh	esBAF inh	Statin myotox sup	S100A4 inh HTS	FN deposition inh	LGR2 inh
O=C(NCC[C@H]1CC[C@@H](NC(=O)C2CC2)[C@H](CO)O1)Nc1ccc(C(F)(F)F)cc1	-2	-1	-5	-10	1	2&-8	4
O=C(OCC#CCSc1nnc(-c2cccc3ccccc23)o1)c1cc2ccccc2o1	-8	-3	9	22	-3	-6	-13
COc1ccc(/C(C)=N/NC(=O)C2CC2)cc1	4	3	·	·	4	-20	-5
Cc1ccc(COc2ccc(C(=O)NN)cc2)cc1	-3	1	·	·	1	-3	-45
CC(C)NC(=O)Nc1ccc2c(c1)C(=O)N([C@@H](C)CO)C[C@@H](C)[C@H](CN(C)C(=O)Nc1ccc(C(F)(F)F)cc1)OCCCC[C@H](C)O2	8	0	5	·	-19	·	12
CO[C@@H]1CN(C)C(=O)c2ccc(NC(=O)c3cc(C)on3)cc2OC[C@@H](C)N(S(=O)(=O)c2cccc(C)c2)C[C@H]1C	·	-2	3	26	2	4	-3
CCOC(=O)CN1C(=O)N[C@@H](CCc2ccccc2)[C@@H](C(=O)OC)[C@H]1C	-4	1	-7	10	-3	3	-12
CCC1(c2ccccc2)NC(=O)N(CC(=O)Nc2ccc(S(N)(=O)=O)cc2)C1=O (stereo not drawn)	-1	11	4	30	1	-2	4
O=S(=O)(c1ccccc1)N1CCc2ccccc2C1	-4	-1	-12	-2	-3	-5	7
NC(=O)NN=C1C2CCCC1C(c1ccccc1)NC2c1ccccc1 (stereo not drawn)	-3	2	·	·	-1	-9	6
CC(O)[C@@H](C(=O)N1CCNCC1)n1cc(CCCCN)nn1 (stereo partly drawn)	·	-9	2	-4	-2	9	-1
NS(=O)(=O)c1ccc(CCNC(=O)c2ccc(CS(=O)(=O)c3ccc(Br)cc3)o2)cc1	-3	4	0	5	0	-69	2
COc1cc(OC)c(OC)cc1CNCc1ccco1	-3	-5	-4	-1	11	0	-12
Cc1cc2oc(=O)cc(COC(=O)Cn3cnnn3)c2cc1C(C)C	·	·	8	0	·	-2	·
CCOC(=O)c1ccc(NC2c3ccccc3C(=O)N2c2cccnc2)cc1 (stereo not drawn)	-1	2	-17	-6	-2	-10	15
C[C@H](CO)N1C[C@H](C)[C@@H](CN(C)C(=O)Nc2cc(F)ccc2F)Oc2cc(-c3ccc(C#N)cc3)ccc2S1(=O)=O	-3	-4	-7	-68	-17	13	5
Cn1c(SCC(=O)N2c3ccccc3Sc3ccccc32)nnc1-c1ccco1	·	·	-3	23	·	·	4
CCCn1c(Cc2ccccc2)nnc1SCC(=O)N1CCOCC1	·	·	3	-26	·	-8	·
C[C@H]1CN([C@@H](C)CO)S(=O)(=O)c2ccc(-c3ccc(C#N)cc3)cc2O[C@H]1CN(C)C(=O)Nc1cc(F)ccc1F	-1	-1	7	-52	0	13	17
Cc1cc(C2=NNC(=Nc3ccc(S(=O)(=O)N4CCOCC4)cc3)SC2)c(C)n1CC1CCCO1 (stereo not drawn)	0	-1	·	·	-4	-7	20
C[C@H](O)C#Cc1ccc2c(c1)O[C@H](CN(C)C(=O)Nc1ccccc1)[C@H](C)CN([C@@H](C)CO)S2(=O)=O	1	-1	1	18	15	4	1
Cc1ccc(-c2cnc3c(c2)C(=O)N([C@@H](C)CO)C[C@H](C)[C@H](CN(C)C(=O)c2ccccc2)O3)cc1	0	-1	0	26	8	6	7
CCN(CC)c1ccc(C(=O)NNC(=O)C2CCN(c3ncnc4sc(C)c(C)c34)CC2)cc1	·	-1	1	-11	-14	-7	26
COc1ccc(S(=O)(=O)N2CCN(C(=O)COc3ccc4c(C)cc(=O)oc4c3)CC2)cc1	·	·	0	·	17	-6	·
O=C1NN(CCO)C(=S)Nc2ccccc21	1	·	·	·	-3	6	-8
CC=Cc1ccc2n(c1=O)C[C@@H]1[C@@H](CO)[C@H](C(=O)NCC3CC3)N(CC3CCOCC3)[C@H]21 (mixture of isomers)	-7	-1	-2	11	4	·	5
CCn1c(/C=C/c2ccccc2)nc2ccccc21	·	·	-7	-77	·	1	11
Clc1ccc(NCc2cccnc2)cc1	3	-17	-6	21	-3	-1	15
COc1cccc(-c2ccc3c(c2)O[C@H](CN(C)C(C)=O)[C@H](C)CN([C@@H](C)CO)S3(=O)=O)c1	-8	2	0	-6	-25	·	-2
CCOc1ccc(-n2nc(C(=O)N3CCN(CC)CC3)c3ccccc3c2=O)cc1	·	·	-4	1	·	1	6
COc1ccc2c3c([nH]c2c1)[C@@H](CO)N(C)CC31CCN(S(=O)(=O)c2ccc(C)cc2)CC1	0	-1	·	·	1	3	0
O=C(c1ccccc1F)N1C[C@H]2[C@@H](c3ccccc31)[C@@H](CO)N2C(=O)C1CCCC1	2	-2	-4	-23	-2	·	11
O=S(=O)(N/N=C\C=C\c1ccccc1)c1ccc(Cl)cc1	·	·	3	3	·	0	16
CC(=O)Nc1ccc(S(=O)(=O)Nc2cc(C)c(-n3nc4ccccc4n3)cc2O)cc1	·	·	1	-1	·	-3	·
O=C(NCCCc1ccccc1)C1CCN(c2nnc(-n3cccc3)s2)CC1	-2	0	-3	10	-4	1	-7
COc1ccc(CN2CCN(C(=O)c3cccc4ccccc34)CC2)cc1OC	-1	2	-10	11	0	-3	-5
CC(=O)c1cccc(NC(=O)C2C3CCC(C3)C2C(=O)O)c1 (stereo not drawn)	1	1	2	-4	3	1	·
Cc1ccc2c(c1)nnn2C1CCN(C(=O)C23CC4CC(CC(C4)C2)C3)CC1	·	·	-2	4	·	1	·
O=C(NCCc1c[nH]c2ccccc12)c1ccc(F)cc1F	-2	1	57*	-2	-8	-2	-28
O=c1sc2ccccc2n1COc1ccccc1	·	·	?	23	·	-9	8

Reformatted: results already given
Values run as follows: SIRT5 block	Casp6 inh	esBAF inh	Statin myotox sup	S100A4 inh HTS	FN deposition inh	LGR2 inh
C[C@H](O)C#Cc1ccc2c(c1)O[C@H](CN(C)C(=O)Nc1ccccc1)[C@H](C)CN([C@@H](C)CO)S2(=O)=O
 : 1	-1	1	18	15	4	1
Cc1ccc(-c2cnc3c(c2)C(=O)N([C@@H](C)CO)C[C@H](C)[C@H](CN(C)C(=O)c2ccccc2)O3)cc1
 : 0	-1	0	26	8	6	7
CCN(CC)c1ccc(C(=O)NNC(=O)C2CCN(c3ncnc4sc(C)c(C)c34)CC2)cc1
 : ·	-1	1	-11	-14	-7	26
COc1ccc(S(=O)(=O)N2CCN(C(=O)COc3ccc4c(C)cc(=O)oc4c3)CC2)cc1
 : ·	·	0	·	17	-6	·
O=C1NN(CCO)C(=S)Nc2ccccc21
 : 1	·	·	·	-3	6	-8
CC=Cc1ccc2n(c1=O)C[C@@H]1[C@@H](CO)[C@H](C(=O)NCC3CC3)N(CC3CCOCC3)[C@H]21 (mixture of isomers)
 : -7	-1	-2	11	4	·	5
CCn1c(/C=C/c2ccccc2)nc2ccccc21
 : ·	·	-7	-77	·	1	11
Clc1ccc(NCc2cccnc2)cc1
 : 3	-17	-6	21	-3	-1	15
COc1cccc(-c2ccc3c(c2)O[C@H](CN(C)C(C)=O)[C@H](C)CN([C@@H](C)CO)S3(=O)=O)c1
 : -8	2	0	-6	-25	·	-2
CCOc1ccc(-n2nc(C(=O)N3CCN(CC)CC3)c3ccccc3c2=O)cc1
 : ·	·	-4	1	·	1	6
COc1ccc2c3c([nH]c2c1)[C@@H](CO)N(C)CC31CCN(S(=O)(=O)c2ccc(C)cc2)CC1
 : 0	-1	·	·	1	3	0
O=C(c1ccccc1F)N1C[C@H]2[C@@H](c3ccccc31)[C@@H](CO)N2C(=O)C1CCCC1
 : 2	-2	-4	-23	-2	·	11
O=S(=O)(N/N=C\C=C\c1ccccc1)c1ccc(Cl)cc1
 : ·	·	3	3	·	0	16
CC(=O)Nc1ccc(S(=O)(=O)Nc2cc(C)c(-n3nc4ccccc4n3)cc2O)cc1
 : ·	·	1	-1	·	-3	·
O=C(NCCCc1ccccc1)C1CCN(c2nnc(-n3cccc3)s2)CC1
 : -2	0	-3	10	-4	1	-7
COc1ccc(CN2CCN(C(=O)c3cccc4ccccc34)CC2)cc1OC
 : -1	2	-10	11	0	-3	-5

(listing goes on)
SMILES	SIRT5 block	Casp6 inh	esBAF inh	Statin myotox sup	S100A4 inh HTS	FN deposition inh	LGR2 inh
COCC(=O)N1CC2(C1)CN(Cc1ccc3c(c1)OCO3)[C@H](CO)c1c2c2ccc(OC)cc2n1C	2	2	·	·	-6	6	1
COc1ccc(CCn2c(N3CCOCC3)nc3c2c(=O)[nH]c(=O)n3C)cc1	·	·	-1	-4	·	·	8
COc1ccc(C2c3c(n[nH]c3C)CC(C)(O)C2C(C)=O)cc1OC (stereo not drawn)	·	·	5	-2	7	-10	·
C[C@H]1CN([C@@H](C)CO)C(=O)c2c(c3ccccc3n2C)-c2ccccc2CO[C@H]1CN(C)C(=O)[C@@H]1CCCN1C	-3	-8	2	2	-12	5&-4	25
CN1[C@H](C(=O)NCC(F)(F)F)[C@@H](CO)[C@@H]2Cn3c(ccc(-c4ccc(F)cc4)c3=O)[C@@H]21	-2	-3	1	-12	13	·	-2
CC1(C)NC(C(=O)O)Cc2c1[nH]c1ccccc21 (stereo not drawn)	-2	2	0	·	-13	1	-23
COCc1cn(CC[C@@H]2CC[C@H](NC(=O)Nc3ccc(OC)cc3)[C@@H](CO)O2)nn1	2	0	-3	1	3	·	-9
N#CCCN(C(=O)COC(=O)c1ccc(CNS(=O)(=O)c2ccc(F)c(Cl)c2)cc1)c1ccc(F)cc1	·	·	32	-6	·	2	7
CSC1=N/C(=C\c2cccnc2)C(=O)N1c1ccccc1	1	-1	·	·	6	8	-30
C/C=C/c1ccc2c(c1)O[C@H](CN(C)Cc1ccccc1F)[C@H](C)CN([C@H](C)CO)S2(=O)=O	13*	0	-4	·	-8	·	11
COc1ccccc1NC(=O)COC(=O)CNC(=O)c1ccc(OC)c(OC)c1	·	·	-7	4	·	3	·
NC(=O)c1ccsc1NC(=O)c1ccc2c(c1)CCCC2	1	0	-39	-187	0	-3	63*
CCn1c(SCC(=O)Nc2nccc(C)n2)nc2ccccc21	0	11	-7	-44	12	0	-6
COC(=O)CCCSc1nccn1-c1ccccc1	-5	2	·	·	9	0	14
COc1ccc(CSCC(=O)NCCC(C)C)cc1	-6	-3	·	·	-3	5	-14
O=C(Nc1ccc(Br)cn1)c1ccc(Br)s1	-3	-4	45	-123	-1	-3	-105
N#Cc1c(-c2ccc(F)cc2)nc(-c2ccccc2)[nH]c1=O	-5	1	·	·	1	-4	8
NS(=O)(=O)c1cc(C(=O)OCC(=O)Nc2ccc3[nH]c(=O)[nH]c3c2)ccc1Cl	-2	1	-1	1	-4	4	7
CCc1nnc(NC(=O)C2CC(=O)N(Cc3ccccc3)C2)s1 (stereo not drawn)	-2	-2	-6	8	-9	-3	5
CC(C)CC(=O)Nc1cccc(NC(=O)CC(C)C)n1	-1	6	·	·	3	-3	·
